Screening results (PubChem BioAssay)
Efflux pump inh – blocks antifungal efflux pumps in multiplex yeast assay. S. cerevisiae Candida pump triplex, Nile Red efflux. inhibition, % at 10 µM. hit rate 0.44% among 330,000. AID 485275;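 active = plate passing quality check with inhibition over a set limit, or well fluorescence over plate mean plus 4 SD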;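 note: Nile Red retained in pooled yeast measured as flow cytometry median fluorescence; 0% = buffer negative control and 100% = Enniatin B positive control; higher means more Nile Red kept so more efflux inhibition; some compounds called inactive have numbers as strong as hits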
RPL19A-GFP yeast – modulators of TOR pathway RPL19A-GFP in S. cerevisiae; S. cerevisiae RPL19A-GFP strain, flow cytometry, 3 h; hits give low values; percent response vs DMSO, % at 10 µM; hit rate 0.3% among 330,000; AID 2025;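 active = percent response vs DMSO below 50%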;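 note: median channel GFP fluorescence of the barcoded RPL19A-GFP strain; ratio of sample median GFP to plate DMSO average so 100% = DMSO; lower means less RPL19A-GFP as with rapamycin TOR inhibition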
LAP4-GFP MLPCN – yeast TOR pathway LAP4-GFP modulation. S. cerevisiae LAP4-GFP multiplex, flow cytometry GFP, 3 h; median GFP as percent of DMSO wells. GFP response vs DMSO, % at 10 µM. hit rate 0.34% among 320,000. AID 2023;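 active = GFP response vs DMSO above a set limit, about the screen mean plus 3 SD, cut at about 150% in these data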
AGP1 TOR yeast – modulators of TOR pathway AGP1-GFP in S. cerevisiae. hit rate 0.02% among 320,000. S. cerevisiae AGP1-GFP multiplex flow cytometry, 3 h; GFP as percent of DMSO wells. GFP response vs DMSO, % at 10 µM;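 active = GFP response relative to DMSO above a set limit, near screen average plus 3 SD, cut at about 150% in these data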;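 note: median GFP channel fluorescence of the gated AGP1 strain per well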
CR mimetic SO – lowers age-related superoxide in aged yeast cells | superoxide response (% of plate mean), % at 10 µM | S. cerevisiae aged cells, superoxide DHE fluorescence; hits give low values | hit rate 0.18% among 330,000;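 active = superoxide response under a set limit, about three screen SD below normal, cut at about 65% in these data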;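 note: yeast aged for seven days with compound at 30 °C before DHE staining; 100% = average MFI of all compound-treated wells on the plate with controls excluded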
CIT2-GFP yeast – modulators of TOR pathway CIT2-GFP in S. cerevisiae | GFP response vs DMSO, % at 10 µM | AID 2029 | S. cerevisiae CIT2-GFP strain, flow cytometry, 3 h; 100 means same as DMSO wells | hit rate 0.065% among 320,000;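 active = GFP response relative to DMSO above a set limit, near the screen mean plus 3 SD, cut at about 150% in these data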;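 note: ratio of well median GFP fluorescence to mean of DMSO wells on the plate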
AHR act – activators of human aryl hydrocarbon receptor; P35869; activation, % at 5 µM; AHR-responsive luciferase reporter cells, luminescence; hit rate 2.5% among 320,000; in the data active = activation above about 47%;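 note: 0% = vehicle wells and 100% = reference agonist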
Target sequence (P35869 whole entry, looked up): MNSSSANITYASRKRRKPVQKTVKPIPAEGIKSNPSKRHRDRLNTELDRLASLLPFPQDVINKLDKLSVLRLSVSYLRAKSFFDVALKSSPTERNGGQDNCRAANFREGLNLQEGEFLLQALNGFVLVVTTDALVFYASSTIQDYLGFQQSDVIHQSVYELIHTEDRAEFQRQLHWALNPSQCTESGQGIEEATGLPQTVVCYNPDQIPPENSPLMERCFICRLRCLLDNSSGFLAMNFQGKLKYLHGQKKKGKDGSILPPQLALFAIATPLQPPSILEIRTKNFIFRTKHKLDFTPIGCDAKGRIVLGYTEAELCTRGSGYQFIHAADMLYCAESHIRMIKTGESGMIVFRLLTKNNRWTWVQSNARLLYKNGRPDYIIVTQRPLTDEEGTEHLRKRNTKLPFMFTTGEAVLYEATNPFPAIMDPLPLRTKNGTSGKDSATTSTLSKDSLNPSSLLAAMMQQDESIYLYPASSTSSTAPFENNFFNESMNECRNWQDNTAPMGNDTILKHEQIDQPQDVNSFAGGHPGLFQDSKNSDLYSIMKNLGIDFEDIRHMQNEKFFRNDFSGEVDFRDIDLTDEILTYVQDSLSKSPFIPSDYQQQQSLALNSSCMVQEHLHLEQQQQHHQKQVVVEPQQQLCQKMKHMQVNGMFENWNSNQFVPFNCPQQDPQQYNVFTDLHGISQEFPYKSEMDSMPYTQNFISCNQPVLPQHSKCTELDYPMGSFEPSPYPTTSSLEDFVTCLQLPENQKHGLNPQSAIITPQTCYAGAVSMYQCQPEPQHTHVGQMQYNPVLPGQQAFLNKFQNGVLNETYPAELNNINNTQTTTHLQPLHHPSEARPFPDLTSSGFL
MEP2 TOR yeast – alters MEP2-GFP fluorescence in TOR pathway yeast screen; S. cerevisiae MEP2-GFP strain, flow cytometry GFP, 3 h; 100% = DMSO control level; hit rate 0.51% among 330,000; GFP response vs DMSO, % at 10 µM;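 active = GFP response versus DMSO above a set limit, roughly screen mean plus 3 SD, cut at about 180% in these data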;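 note: median GFP fluorescence of the barcode-gated MEP2-GFP cells per well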
An asterisk follows results filed as active.

What do the screens show for `Cc1ccccc1NC(=O)CNC(=O)Cc1cccc2ccccc12`?
Efflux pump inh: -0.1; RPL19A-GFP yeast: 85; LAP4-GFP MLPCN: 96; AGP1 TOR yeast: 94; CR mimetic SO: 97; CIT2-GFP yeast: 79; AHR act: 35; MEP2 TOR yeast: 86

What do the screens show for `CC(C)(C)C1CCC(C(=O)NNC(=O)c2ccncc2)CC1` (stereo not drawn)?
Efflux pump inh: -0.1; RPL19A-GFP yeast: 96; LAP4-GFP MLPCN: 106; AGP1 TOR yeast: 101; CR mimetic SO: 88; CIT2-GFP yeast: 95; AHR act: 1; MEP2 TOR yeast: 97

How did Cc1sc2ncnc(SCC(=O)N3CCN(C(=O)c4ccco4)CC3)c2c1C do in these assays?
Efflux pump inh: 0.1; RPL19A-GFP yeast: 98; LAP4-GFP MLPCN: 97; AGP1 TOR yeast: 101; CR mimetic SO: 103; CIT2-GFP yeast: 103; AHR act: -1; MEP2 TOR yeast: 100

What do the screens show for `Cc1ccc(S(=O)(=O)N2[C@@H](c3ccc(Cl)cc3)C(C(=O)O)=CC[C@H]2c2cccc(Cl)c2)cc1`?
Efflux pump inh: -0.1; RPL19A-GFP yeast: 94; LAP4-GFP MLPCN: 102; AGP1 TOR yeast: 77; CR mimetic SO: 99; CIT2-GFP yeast: 86; AHR act: 4; MEP2 TOR yeast: 80

What do the screens show for `CC(C)(C)NCc1cc(Cl)ccc1OCc1ccccc1F`?
Efflux pump inh: 0.0; RPL19A-GFP yeast: 103; LAP4-GFP MLPCN: 88; AGP1 TOR yeast: 96; CR mimetic SO: 94; CIT2-GFP yeast: 102; AHR act: 1; MEP2 TOR yeast: 103

What do the screens show for `Cc1cc(C)c(S(=O)(=O)N2CCCC(C(=O)N3CCCC3)C2)c(C)c1` (stereo not drawn)?
Efflux pump inh: 0.1; RPL19A-GFP yeast: 108; LAP4-GFP MLPCN: 80; AGP1 TOR yeast: 97; CR mimetic SO: 111; CIT2-GFP yeast: 102; AHR act: 4; MEP2 TOR yeast: 100

How did O=S(=O)(NC1CC1)c1ccc(S(=O)(=O)N(Cc2ccccn2)C2CC2)cc1 do in these assays?
Efflux pump inh: -0.1; RPL19A-GFP yeast: 98; LAP4-GFP MLPCN: 103; AGP1 TOR yeast: 102; CR mimetic SO: 102; CIT2-GFP yeast: 94; AHR act: 0; MEP2 TOR yeast: 98

Results for CCN(CC)CCNS(=O)(=O)c1ccc2[nH]cc(C(=O)O)c(=O)c2c1 ?
Efflux pump inh: 0.1; RPL19A-GFP yeast: 99; LAP4-GFP MLPCN: 95; AGP1 TOR yeast: 102; CR mimetic SO: 104; CIT2-GFP yeast: 97; AHR act: -2; MEP2 TOR yeast: 103

What do the screens show for `NS(=O)(=O)c1ccc(NS(=O)(=O)c2cccs2)cc1`?
Efflux pump inh: 0.0; RPL19A-GFP yeast: 102; LAP4-GFP MLPCN: 100; AGP1 TOR yeast: 108; CR mimetic SO: 115; CIT2-GFP yeast: 102; AHR act: 2; MEP2 TOR yeast: 99

Results for COc1cc(C(c2sc3nc(C)nn3c2O)N2CC(C)OC(C)C2)cc(OC)c1OC (stereo not drawn) ?
Efflux pump inh: 0.0; RPL19A-GFP yeast: 101; LAP4-GFP MLPCN: 107; AGP1 TOR yeast: 102; CR mimetic SO: 94; CIT2-GFP yeast: 97; AHR act: -3; MEP2 TOR yeast: 99

Results for CC(C)c1ccc(NC(=O)COc2ccc(S(=O)(=O)N3CCOCC3)cc2)cc1 ?
Efflux pump inh: 0.1; RPL19A-GFP yeast: 101; LAP4-GFP MLPCN: 101; AGP1 TOR yeast: 105; CR mimetic SO: 102; CIT2-GFP yeast: 97; AHR act: 0; MEP2 TOR yeast: 97

What do the screens show for `Cc1ccc(S(=O)(=O)N2[C@@H](c3ccc(Br)cc3)C(C(=O)O)=CC[C@H]2c2cccc(Cl)c2)cc1`?
Efflux pump inh: -0.1; RPL19A-GFP yeast: 92; LAP4-GFP MLPCN: 93; AGP1 TOR yeast: 94; CR mimetic SO: 111; CIT2-GFP yeast: 93; AHR act: 2; MEP2 TOR yeast: 90

How did CCOC(=O)C1(CCc2ccccc2)CCN(C(=O)c2cc(C)nc(C)n2)CC1 do in these assays?
Efflux pump inh: 0.3; RPL19A-GFP yeast: 102; LAP4-GFP MLPCN: 106; AGP1 TOR yeast: 107; CR mimetic SO: 96; CIT2-GFP yeast: 102; AHR act: 1; MEP2 TOR yeast: 107

Results for O=C(Nc1ccc(Br)cn1)C1CCN(S(=O)(=O)c2cccs2)CC1 ?
Efflux pump inh: 0.0; RPL19A-GFP yeast: 105; LAP4-GFP MLPCN: 106; AGP1 TOR yeast: 101; CR mimetic SO: 105; CIT2-GFP yeast: 108; AHR act: 8; MEP2 TOR yeast: 113

What do the screens show for `CCOC(=O)C1=C(c2ccccc2)NC(=O)NC1c1ccc(OC)cc1` (stereo not drawn)?
Efflux pump inh: 0.5; RPL19A-GFP yeast: 101; LAP4-GFP MLPCN: 106; AGP1 TOR yeast: 97; CR mimetic SO: 117; CIT2-GFP yeast: 99; AHR act: 2; MEP2 TOR yeast: 103

How did COc1ccccc1N(CC(O)CN1C(=O)NC(C)(C)C1=O)S(=O)(=O)c1ccc(C)cc1 (stereo not drawn) do in these assays?
Efflux pump inh: -0.2; RPL19A-GFP yeast: 105; LAP4-GFP MLPCN: 115; CR mimetic SO: 93; CIT2-GFP yeast: 116; AHR act: 0; MEP2 TOR yeast: 112

Results for CCCCNC(=O)c1cc2cc(OC)ccc2[nH]1 ?
Efflux pump inh: -0.2; RPL19A-GFP yeast: 97; LAP4-GFP MLPCN: 128; AGP1 TOR yeast: 91; CR mimetic SO: 90; CIT2-GFP yeast: 93; AHR act: 18; MEP2 TOR yeast: 100

What do the screens show for `O=C(Nc1cccc(C(F)(F)F)c1)C1CCCCC1`?
Efflux pump inh: -0.2; RPL19A-GFP yeast: 102; LAP4-GFP MLPCN: 104; AGP1 TOR yeast: 103; CR mimetic SO: 111; CIT2-GFP yeast: 105; AHR act: 2; MEP2 TOR yeast: 103

How did Cn1c(N2CCOCC2)c(C#N)c2ccccc21 do in these assays?
Efflux pump inh: -0.1; RPL19A-GFP yeast: 100; LAP4-GFP MLPCN: 97; AGP1 TOR yeast: 97; CR mimetic SO: 105; CIT2-GFP yeast: 97; AHR act: -1; MEP2 TOR yeast: 105

How did COc1cc(C(O)P(=O)(OCCC(C)C)c2ccc(N(C)C)cc2)cc(OC)c1OC (stereo not drawn) do in these assays?
Efflux pump inh: 0.1; RPL19A-GFP yeast: 100; LAP4-GFP MLPCN: 112; AGP1 TOR yeast: 106; CR mimetic SO: 90; CIT2-GFP yeast: 102; AHR act: -1; MEP2 TOR yeast: 95

How did O=C(CN1C(=O)c2cccc3cccc(c23)C1=O)N1CCCCC1 do in these assays?
Efflux pump inh: -0.1; RPL19A-GFP yeast: 99; LAP4-GFP MLPCN: 86; AGP1 TOR yeast: 96; CR mimetic SO: 106; CIT2-GFP yeast: 96; AHR act: -2; MEP2 TOR yeast: 99

How did O=S(=O)(Nc1ncccn1)c1ccc(F)cc1 do in these assays?
Efflux pump inh: -0.1; RPL19A-GFP yeast: 105; LAP4-GFP MLPCN: 94; AGP1 TOR yeast: 104; CR mimetic SO: 95; CIT2-GFP yeast: 103; MEP2 TOR yeast: 105

What do the screens show for `Cc1ccc(NCc2nnc(SCC(=O)N(Cc3ccccc3)C(C)(C)C)o2)c(C)c1`?
Efflux pump inh: 0.6; RPL19A-GFP yeast: 95; LAP4-GFP MLPCN: 99; AGP1 TOR yeast: 97; CR mimetic SO: 68; CIT2-GFP yeast: 98; AHR act: 1; MEP2 TOR yeast: 103

Results for CCc1nnc2cccc(Cl)n12 ?
Efflux pump inh: 0.1; RPL19A-GFP yeast: 95; LAP4-GFP MLPCN: 92; AGP1 TOR yeast: 94; CR mimetic SO: 107; CIT2-GFP yeast: 90; AHR act: 1; MEP2 TOR yeast: 96

Results for COc1ccc(-n2ncc3c(=O)n(CC(=O)N4CCCc5ccccc54)cnc32)cc1 ?
Efflux pump inh: 0.1; RPL19A-GFP yeast: 95; LAP4-GFP MLPCN: 100; AGP1 TOR yeast: 98; CR mimetic SO: 96; CIT2-GFP yeast: 96; AHR act: 3; MEP2 TOR yeast: 105

What do the screens show for `Cc1[nH]n(C(N)=S)c(=O)c1N=Nc1cccc(C(F)(F)F)c1`?
Efflux pump inh: 0.0; RPL19A-GFP yeast: 99; LAP4-GFP MLPCN: 101; AGP1 TOR yeast: 102; CR mimetic SO: 100; CIT2-GFP yeast: 109; AHR act: 143*; MEP2 TOR yeast: 108

Results for COc1ccc(-n2nnc3c(=O)n(CC(=O)N4CCC(Cc5ccccc5)CC4)cnc32)cc1 ?
Efflux pump inh: 0.1; RPL19A-GFP yeast: 95; LAP4-GFP MLPCN: 93; AGP1 TOR yeast: 95; CR mimetic SO: 110; CIT2-GFP yeast: 89; AHR act: 2; MEP2 TOR yeast: 96

Results for CCC(C)Nc1nc2c(c(=O)n(C)c(=O)n2C)n1Cc1ccc(Cl)cc1 (stereo not drawn) ?
Efflux pump inh: 0.2; RPL19A-GFP yeast: 101; LAP4-GFP MLPCN: 98; AGP1 TOR yeast: 106; CR mimetic SO: 105; CIT2-GFP yeast: 100; AHR act: -4; MEP2 TOR yeast: 104

Results for CCOC(=O)C1=C(C)N=C2SC(C)C(=O)N2C1c1ccc(OC(C)=O)c(OCC)c1 (stereo not drawn) ?
Efflux pump inh: 0.1; RPL19A-GFP yeast: 91; LAP4-GFP MLPCN: 84; AGP1 TOR yeast: 99; CR mimetic SO: 111; CIT2-GFP yeast: 89; AHR act: -3; MEP2 TOR yeast: 95

How did Cc1[nH]n2c(=O)c3c(nc2c1-c1cccc2ccccc12)CCC3 do in these assays?
Efflux pump inh: 0.1; RPL19A-GFP yeast: 91; LAP4-GFP MLPCN: 90; AGP1 TOR yeast: 90; CR mimetic SO: 95; CIT2-GFP yeast: 88; AHR act: 7; MEP2 TOR yeast: 96

Results for Brc1ccc(C2=CSC3=NCCN23)cc1 ?
Efflux pump inh: -0.1; RPL19A-GFP yeast: 99; LAP4-GFP MLPCN: 100; AGP1 TOR yeast: 102; CR mimetic SO: 109; CIT2-GFP yeast: 101; AHR act: 8; MEP2 TOR yeast: 106

How did CC(=O)Nc1nonc1-c1nc2ccccc2n1CCC#N do in these assays?
Efflux pump inh: -0.2; RPL19A-GFP yeast: 98; LAP4-GFP MLPCN: 89; AGP1 TOR yeast: 98; CR mimetic SO: 86; CIT2-GFP yeast: 106; AHR act: 2; MEP2 TOR yeast: 93

How did CCOC(=O)c1nnc(-c2ccc(C)cc2)nc1N1CCSCC1 do in these assays?
Efflux pump inh: -0.1; RPL19A-GFP yeast: 98; LAP4-GFP MLPCN: 108; AGP1 TOR yeast: 93; CR mimetic SO: 99; CIT2-GFP yeast: 95; AHR act: 57*; MEP2 TOR yeast: 105

Results for CC(=O)[C@H]1[C@H]([C@H](O)[C@H](O)CO)O[C@](O)(C(=O)O)C[C@@H]1O ?
Efflux pump inh: 0.4; RPL19A-GFP yeast: 96; LAP4-GFP MLPCN: 97; AGP1 TOR yeast: 99; CR mimetic SO: 117; CIT2-GFP yeast: 91; AHR act: 1; MEP2 TOR yeast: 100

Rows are unselected; about 3.9% have a hit in one of these screens.
